# Screening data (PubChem BioAssay)
# PLK1 inh – human PLK1 kinase inhibitors, primary screen, biochemical, TR-FRET | Serine/threonine-protein kinase PLK1 (Homo sapiens), P53350 | recombinant PLK1 kinase, TR-FRET peptide phosphorylation | inhibition, % at 10 µM | 0.53% of 97,000 active;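 active = inhibition of 50% or more in the single-concentration screen; inactive = inhibition below 50%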;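 also: 0% = DMSO max control and 100% = H-89 dihydrochloride min control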
# EphB4 antag – EphB4-ephrin-B2 interaction antagonists, primary screen, biochemical, TNYL-RAW peptide probe, fluorescence polarization. EphB4 LBD / TNYL-RAW-Alexa532 peptide. inhibition, % at 7 µM. 0.15% of 97,000 active. AID 720, 2007;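 active = inhibition above the screen-wide mean inhibition plus 3 SD, cut at about 15% in these data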;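 also: 0% = DMSO wells and 100% = excess unlabeled TNYL-RAW peptide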
# Calb biofilm kill – clotrimazole potentiators killing Candida biofilms, primary screen, with clotrimazole, Alamar Blue; C. albicans biofilm + clotrimazole; inhibition, % at 6 µM; 0.14% of 85,000 active; AID 834, 2007;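 active = inhibition above 20%; inactive = inhibition below 20%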;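 also: preformed 24 hr biofilms exposed to compound for 48 hr; 0% = biofilm without compound and 100% = blank killed by clotrimazole plus chlorhexidine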
# LYP act – LYP phosphatase activators, primary screen, biochemical, DiFMUP fluorescence, 2 µM; Tyrosine-protein phosphatase non-receptor type 22 (Homo sapiens), Q9Y2R2; recombinant LYP; 0 = plate median, 100 = signal doubled; activation, % at 2 µM; 0.11% of 96,000 active;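 active = activation at 2 µM above a set limit, the mean plus 5 SD, cut at about 37% in these data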
# Target sequence (Q9Y2R2 whole entry, looked up): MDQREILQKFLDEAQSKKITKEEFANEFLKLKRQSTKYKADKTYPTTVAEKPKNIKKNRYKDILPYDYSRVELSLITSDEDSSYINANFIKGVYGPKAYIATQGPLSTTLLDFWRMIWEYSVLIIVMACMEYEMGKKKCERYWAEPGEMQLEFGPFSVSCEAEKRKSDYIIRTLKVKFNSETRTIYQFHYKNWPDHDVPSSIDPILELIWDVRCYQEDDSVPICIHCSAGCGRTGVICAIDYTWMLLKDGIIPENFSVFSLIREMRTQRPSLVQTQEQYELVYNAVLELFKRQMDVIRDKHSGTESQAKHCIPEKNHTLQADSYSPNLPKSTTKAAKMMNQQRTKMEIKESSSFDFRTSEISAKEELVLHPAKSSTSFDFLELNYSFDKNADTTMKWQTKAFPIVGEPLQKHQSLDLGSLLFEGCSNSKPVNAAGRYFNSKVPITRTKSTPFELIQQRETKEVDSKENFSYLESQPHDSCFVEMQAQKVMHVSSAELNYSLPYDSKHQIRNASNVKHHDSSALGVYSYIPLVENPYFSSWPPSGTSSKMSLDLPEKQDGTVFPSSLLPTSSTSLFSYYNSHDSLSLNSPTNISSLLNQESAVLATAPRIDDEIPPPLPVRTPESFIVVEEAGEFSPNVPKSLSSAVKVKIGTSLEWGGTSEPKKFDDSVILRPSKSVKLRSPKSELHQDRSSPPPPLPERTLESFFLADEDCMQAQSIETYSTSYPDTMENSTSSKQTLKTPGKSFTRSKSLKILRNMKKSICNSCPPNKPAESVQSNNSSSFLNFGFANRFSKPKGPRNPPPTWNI
# Rev-RRE block – HIV-1 Rev-RRE binding inhibitors, primary screen, biochemical, FRET, protein-RNA interaction; inhibition, % at 8 µM; AID 704, 2007; Rev peptide-RRE RNA binding; P05866; 0.79% of 97,000 active;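 active = inhibition above the screen-wide mean plus 3 SD, cut at about 35% in these data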;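 also: 0% = median DMSO wells and 100% = median Neomycin B control wells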
# Target sequence (P05866 whole entry, looked up): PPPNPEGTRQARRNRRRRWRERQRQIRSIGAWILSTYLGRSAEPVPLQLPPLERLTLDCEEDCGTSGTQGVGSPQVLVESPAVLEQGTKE
#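 System: Cy5-labelled duplex RRE RNA binding fluorescein-labelled HIV Rev peptide; Signal: fluorescein-to-Cy5 FRET, 480 nm excitation; Also added: labelled Rev peptide; Compound: one concentration, 8 µM nominal; Buffer or medium: HEPES pH 7.5 salt buffer with EDTA; Read-out: % inhibition of FRET ratio versus controls; Schedule: 5 min preincubation and 15 min binding, 25 °C.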
# CYP2C9 inhib – blockers of cytochrome P450 2C9 activity – biochemical, luminescence, ADME assay, primary screen; P11712; CYP2C9 Supersomes, luciferin-H conversion; inhibition, % at 5 µM; 20% of 96,000 active; AID 777, 2007;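 active = blocking of liver enzyme CYP2C9 beyond about 50% at 5 µM, limit read from the data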; also: values of inactives mirror those of a sister screen read the other way
# CYP2C9 activ – human CYP2C9 activators, primary screen, biochemical, luminescence; recombinant CYP2C9, luciferin-H conversion; hits give high values; factor 1 = untreated enzyme, 0 = blocked; activation factor at 5 µM; 1.4% of 96,000 active; AID 1024, 2008;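 active = activation factor of 2 or more for CYP2C9 at a 5 µM dose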;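 also: 0 = sulfaphenazole-blocked wells and 1 = vehicle-only wells; values of inactives mirror those of a sister screen read the other way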
# Plk1 PBD FP – Plk1 polo box domain binding inhibitors, primary screen, biochemical, fluorescence polarization. Serine/threonine-protein kinase PLK1 (Homo sapiens), P53350. Plk1 PBD phosphopeptide binding. inhibition, %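 (tested at about 20 µM)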. 0.13% of 97,000 active; in the data active = inhibition above about 34%, passing the limit was not always enough
# LYP inh 2 – PTPN22 phosphatase inhibitors, primary screen, biochemical, DiFMUP fluorescence, 2 µM. AID 640, 2007. inhibition, % at 2 µM. recombinant LYP catalytic domain. 0.21% of 96,000 active;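 active = inhibition at 2 µM at or above a set limit, the screen mean plus 3 SD, cut at about 24% in these data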;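 also: 0% = DMSO with enzyme and 100% = enzyme fully blocked by orthovanadate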
# Numbers without * were called inactive; x = not tested or not shown. This is a random part of the collection. Share with any hit: about 20%.
SMILES,PLK1 inh,EphB4 antag,Calb biofilm kill,LYP act,Rev-RRE block,CYP2C9 inhib,CYP2C9 activ,Plk1 PBD FP,LYP inh 2
Cc1ccccc1C(=O)Nc1ccc(-c2nc3ccc(C(=O)c4ccccc4)cc3[nH]2)cc1,-2,-5,x,4,3,46,0.5,-18,-2
CC(NC(=O)CSc1ncccn1)c1ccccc1 (stereo not drawn),-5,3,-5,-1,4,7,0.9,-26,0
Cc1ccc(NC(=O)Cn2c(=O)n(CCCC(=O)NCc3ccco3)c(=O)c3ccccc32)cc1,5,-7,5,-7,3,22,0.8,0,5
O=C(NCC(=O)N(Cc1cccs1)C(C(=O)NC1CCCC1)c1ccco1)c1cccs1 (stereo not drawn),-8,-12,3,8,0,89*,0.1,-9,-10
O=C(NC(=O)c1ccncc1)NC(c1ccccc1)c1ccccc1,-7,5,11,-2,10,34,0.7,-16,1
N#Cc1cn(CCCOc2ccccc2)c2ccccc12,-9,5,3,4,20,x,x,1,-3
O=C1c2ccccc2CCC12N=NCC2c1ccc(Cl)cc1 (stereo not drawn),-13,-5,4,2,9,15,0.8,-4,-4
CCOC(=O)/C=C1\Nc2ccccc2SC1=O,-1,0,-1,1,1,49,0.5,-11,-3
N#CC1=C(N)NC(SCC(=O)Nc2ccc(Br)cc2)=C(C#N)C12CCCCC2,-2,-3,x,-2,13,96*,0,-8,4
O=C1CCc2nc3sc4c(c3c(=O)n2N1)CCCC4,-13,-2,2,2,0,x,x,4,-3
CCOC(=O)c1cnn(-c2ccc(Cl)cc2)c1C1CCN(C(=O)OC(C)(C)C)CC1,-4,-1,7,7,-1,85*,0.2,-10,-8
O=C(Nc1nnc(-c2ccco2)s1)C1CCN(S(=O)(=O)c2ccc(Cl)cc2)CC1,-12,0,6,-3,6,21,0.8,-12,3
O=C(O)CSc1nnc(-c2ccncc2)n1Cc1ccccc1,-10,8,x,-12,4,46,0.5,-25,11
COc1ccccc1-c1c(C)nn2c(NCCN3CCCC3)cc(C)nc12,-7,-2,7,-4,4,7,0.9,19,1
O=C(Nc1cccnc1)C1(c2ccc(Cl)cc2)CCCC1,1,8,2,-7,8,33,0.7,1,5
CC(=O)c1c(COC(=O)c2ccncc2)nc2ccccc2[n+]1[O-],-3,4,5,-6,4,35,0.6,-1,6
Cc1cc(C)n(C(=O)CNC(=O)COc2ccccc2)n1,-4,-9,5,-4,2,-100,2*,-3,2
CCOC(=O)C1=C(C)N(c2ccc(C)c(C)c2)C(=O)/C1=C\c1ccco1,0,3,x,-5,8,41,0.6,12,4
C=CCN(CC(=O)Nc1c(C)cccc1CC)C(=O)SCCC,-7,2,x,-3,7,12,0.9,8,4
CC(Sc1nc(-c2ccccc2)cc(C(F)(F)F)n1)C(=O)NCc1ccco1 (stereo not drawn),7,-1,-3,6,0,-57,1.6,-4,-7
Cn1c(=O)[nH]c(=O)c2c1nc(N1CCOCC1)n2CCSc1ncccn1,-9,6,-1,-4,13,x,x,-3,3
Cc1c(C(=O)O)sc2ncnc(N3CCCCC3C)c12 (stereo not drawn),-5,-9,5,-5,2,8,0.9,-16,5
Cc1ccc(CN(c2ccc(C(=O)NCc3ccccn3)cc2)S(C)(=O)=O)cc1,-2,-2,0,-7,2,25,0.8,9,5
COc1ccc(-n2c(=O)cc(N3CCCCCC3)[nH]c2=O)cc1,-11,-3,3,1,4,15,0.9,18,-1
COc1ccc(Cn2nnnc2C(c2cc3cccc(C)c3[nH]c2=O)N2CCOCC2)cc1 (stereo not drawn),-11,6,-3,-4,7,-2,1,2,3
Nc1sccc1C(=O)c1ccc(Cl)cc1,10,-11,5,-5,8,-2,1,15,0
CCCS(=O)(=O)c1nc(S(=O)(=O)c2ccc(C)cc2)c(NCCN2CCOCC2)s1,-2,-1,-1,4,7,11,0.9,-9,-6
Cc1ccc(/C=C/C2=NN(Cc3ccccc3Cl)C(=O)CC2)cc1,-5,-2,6,-1,14,18,0.8,11,3
O=C(C1CC1)N(Cc1ccco1)c1nc(-c2ccccc2)cs1,0,-12,5,6,9,34,0.7,-13,-3
O=C(Cn1nnc(-c2cccs2)n1)NCCc1ccccc1,-7,3,4,-8,8,x,x,-13,7
CC(C)(C)n1ncc2c(=O)n(CC(=O)c3ccc(Cl)cc3)cnc21,3,4,0,10,11,-12,1.1,-11,-12
CCOC(=O)C(NC(C)=O)(Nc1ccc(S(=O)(=O)Nc2onc(C)c2C)cc1)C(F)(F)F (stereo not drawn),-17,1,13,8,-2,-13,1.1,25,-9
COc1ccnc(Oc2ccc(F)cc2)c1C(=O)N/C=N/OCc1ccc(F)cc1Cl,-7,3,x,1,15,18,0.8,-43,2
COc1cc(C2N(c3ccc(Cl)c(Cl)c3)C(=O)C3CCCN32)cc(OC)c1OC (stereo not drawn),-1,-8,4,-1,1,-2,1,-38,-1
Cc1ccc(NCC(=O)N/N=C\C(Br)=C\c2ccccc2)cc1,-6,-2,5,8,5,38,0.6,1,-8
CCOn1c(SCC)nc2ccccc2c1=O,-10,8,2,-10,2,-3,1,-8,9
CCC(C)NC(=O)CSC1=Nc2ccccc2C2=NC(CC(=O)NCc3ccccc3)C(=O)N12 (stereo not drawn),-14,-4,8,-3,1,x,x,-31,3
Cc1ccccc1OCC(=O)NCC1CCCO1 (stereo not drawn),-10,-3,5,5,6,1,1,19,-8
O=C(NCc1cccs1)C1CCCCC1,-11,-4,x,1,4,12,0.9,-9,-2
COc1ccc(C(=O)/C=C/c2ccccc2C(F)(F)F)cc1,-8,0,x,-6,22,-90,1.9,-18,8
COc1ccc(-c2cc(C(=O)OCC(=O)N(C)C)c3ccccc3n2)cc1,-8,5,-8,-2,9,72*,0.3,7,-1
O=c1c2ccccc2c(-c2ccc(F)cc2)nn1-c1ccc(C(F)(F)F)cc1,0,-4,x,-8,7,-3,1,-7,12
Cn1cc(C(=O)N/N=C/C(Br)=C\c2ccccc2)ccc1=O,-6,-6,x,10,-1,-12,1.1,-1,-7
COCCCN(C(=O)Nc1ccc(C)c(C)c1)C(C)c1ccccn1 (stereo not drawn),-11,1,17,1,2,12,0.9,-10,-4
O=C(Nc1ccc(S(=O)(=O)Nc2nccc(C3Cc4ccccc4C(=O)O3)n2)cc1)c1ccccc1 (stereo not drawn),-9,2,-2,3,12,34,0.7,14,-2
COC(=O)CSc1nnc(CNC(=O)c2cccs2)n1-c1cc(OC)ccc1OC,-2,-4,2,6,-2,-6,1.1,-30,-8
COc1ccc2[nH]c(C)c(CCN(Cc3cccs3)C(=S)Nc3cccc(F)c3)c2c1,-14,1,1,2,18,98*,0,12,-5
CC(=O)c1c(C)[nH]c(C(=O)Nc2cccnc2)c1C,-7,1,1,-10,4,52*,0.5,-12,13
Cc1ccc2c(C)nc(Nc3nc(CSc4nnc(C)s4)cc(=O)[nH]3)nc2c1,-5,3,3,0,11,17,0.8,7,3
Cc1cc(S(=O)(=O)NC2CCCC2)ccc1F,-6,3,11,-9,1,12,0.9,32,12

# Next part:
SMILES,PLK1 inh,EphB4 antag,Calb biofilm kill,LYP act,Rev-RRE block,CYP2C9 inhib,CYP2C9 activ,Plk1 PBD FP,LYP inh 2
O=C(NCCc1c[nH]c2ccccc12)c1ccc(S(=O)(=O)NCc2ccco2)cc1,-4,-2,2,3,-1,84*,0.2,8,-5
COc1ccc(CCn2c3c(c(=O)[nH]c2=O)C(NC(=O)c2cccs2)(C(F)(F)F)C(=O)N3)cc1OC (stereo not drawn),-8,1,5,4,10,-3,1,-12,-1
COc1cc(/C=C2/SC(=O)N(Cc3ccccc3)C2=O)ccc1OCc1ccncc1,-3,0,x,-7,4,82*,0.2,-6,7
O=S(=O)(NCc1ccccc1)c1ccc(S(=O)(=O)N(Cc2cccs2)CC2CCCO2)cc1 (stereo not drawn),-11,-9,7,12,11,28,0.7,-5,-11
CCC(C)OC(=O)n1ccc(C(=O)Nc2nccs2)n1 (stereo not drawn),-16,2,5,-4,-2,x,x,0,7
COc1ccc(C(c2nnnn2C2CCCC2)N2CCC(C)CC2)c(OC)c1 (stereo not drawn),-6,-14,10,9,3,21,0.8,8,-13
Cc1noc(NS(=O)(=O)c2ccc(NC(=O)CSc3n[nH]c(-c4ccccc4)n3)cc2)c1C,-5,-5,-2,14,-2,28,0.7,-12,-12
Cc1ccc(C)c(N2CCN(C(c3ccc(N(C)C)cc3)c3nnnn3C(C)(C)C)CC2)c1 (stereo not drawn),-13,0,2,-7,-4,x,x,-21,7
Cc1ccccc1Cn1ccc(-c2ccc(Cl)cc2)c(C#N)c1=O,-6,4,x,-8,8,14,0.9,-23,11
CCCCn1c(SCC(=O)N2CCN(c3ccccc3)CC2)nc2ccsc2c1=O,4,7,-1,-16,6,88*,0.1,6,13
CC1CN(C(=O)C2CCCCC2)C(C)CN1C(=O)C1CCCCC1 (stereo not drawn),-15,0,4,-6,0,16,0.8,-14,5
CCCCCn1c(CN2CCN(c3cccc(Cl)c3)CC2)nc2c1c(=O)n(C)c(=O)n2C,4,0,6,-4,7,55*,0.5,8,7
C=C1C(C(=O)N2CCN(C)CC2)C1C(=O)N1CCN(C)CC1 (stereo not drawn),-13,0,7,-10,8,-6,1.1,10,11
CC(=O)Nc1ccc(N2C(=O)CCC2=O)cc1C,-14,-3,6,8,4,16,0.8,4,-5
O=C(O)c1ccc(S(=O)(=O)NC2CCCCC2)cc1,-2,-3,9,19,5,-15,1.2,-1,-19
O=C(Nc1nc(-c2ccc(S(=O)(=O)N3CCCC3)cc2)cs1)C1COc2ccccc2O1 (stereo not drawn),-7,-4,6,21,1,92*,0.1,9,-26
O=C(CCn1nc(-c2ccc(Cl)cc2)ccc1=O)N1CCOCC1,2,-6,8,8,-1,-23,1.2,-10,-11
CCn1c(SCC(=O)NCc2ccco2)nc2cccnc21,-4,-6,3,10,-2,-31,1.3,-11,-16
Cc1ccn(C(CC(=O)c2ccc(Br)cc2)C(=O)O)n1 (stereo not drawn),-34,-4,5,-8,1,-112,2.1*,-14,5
Cc1cc(=O)n2[nH]c(C(=O)O)nc2n1,-5,1,x,-3,9,3,1,15,6
COc1ccc(NC(=O)c2cc3n(n2)C(C(F)(F)F)CC(c2ccco2)N3)cc1 (stereo not drawn),0,-10,3,1,5,15,0.8,20,-1

# Molecules shown so far containing bromine:
SMILES,PLK1 inh,EphB4 antag,Calb biofilm kill,LYP act,Rev-RRE block,CYP2C9 inhib,CYP2C9 activ,Plk1 PBD FP,LYP inh 2
N#CC1=C(N)NC(SCC(=O)Nc2ccc(Br)cc2)=C(C#N)C12CCCCC2,-2,-3,x,-2,13,96*,0,-8,4
Cc1ccc(NCC(=O)N/N=C\C(Br)=C\c2ccccc2)cc1,-6,-2,5,8,5,38,0.6,1,-8
Cn1cc(C(=O)N/N=C/C(Br)=C\c2ccccc2)ccc1=O,-6,-6,x,10,-1,-12,1.1,-1,-7
Cc1ccn(C(CC(=O)c2ccc(Br)cc2)C(=O)O)n1 (stereo not drawn),-34,-4,5,-8,1,-112,2.1*,-14,5
